RMI-FANCM inh – disruptors of RMI1/RMI2 association with MM2 peptide – biochemical, fluorescence polarization, human, primary screen. RMI core complex (RMI1/RMI2) binding to FANCM MM2 peptide, human. RMI core complex with F-MM2 peptide; stronger effect = lower value. FP signal (polarization) at 33 µM. actives 0.58% (n = 70,000); in the data active = FP signal below about 40; note: inactives centre near 61; strong numbers were not always called active; unit not given here
Active calls of the source: *. Not all compounds are listed; count on the stated rates, not on these rows.

SMILES	RMI-FANCM inh
Cc1c(-n2c(SCC(=O)N(c3ccccc3)C(C)C)nc3sc4c(c3c2=O)CCCC4)c(=O)n(-c2ccccc2)n1C	60
O=c1[nH]cc(Cl)cc1[N+](=O)[O-]	61
CCOC(=O)CC(Sc1ccccc1N)c1cc(OC)c(OC)c(OC)c1 (stereo not drawn)	59
COc1cc(-c2nc(COC(=O)c3nnn(-c4ccc(F)cc4)c3C)c(C)o2)cc(OC)c1OC	62
COc1cccc(N2C(=O)CCC2=O)c1	63
COc1cccc(NC(=O)Cn2ncn3nc4c(c3c2=O)CCCC4)c1	61
Cc1cc(-c2nnc(CSc3nnc(NC(=O)c4ccc(Cl)s4)s3)o2)ccc1[N+](=O)[O-]	58
COc1ccc(N2CC(NC(=O)c3ccccc3F)CC2=O)cc1OC (stereo not drawn)	54
O=C(NNc1nc2c(Cl)cccc2s1)c1coc2ccccc2c1=O	59
COc1ccc(NC(=O)CSc2nnc3ccc(-c4cccnc4)nn23)cc1	65
Cc1ccccc1NC(=O)C1C(c2cccs2)C(C#N)=C(SCC(=O)Nc2ccccc2)NC1(C)O (stereo not drawn)	77
Nc1c(C(=O)Nc2ccc(OC(F)(F)F)cc2)oc2ccccc12	64
Cc1nc(SCc2cccc(Cl)c2)[nH]c(=O)c1CC(N)=O	62

Some of the entries so far, with values ahead of the structure:
| RMI-FANCM inh | SMILES |
| --- | --- |
| 64 | Nc1c(C(=O)Nc2ccc(OC(F)(F)F)cc2)oc2ccccc12 |
| 59 | CCOC(=O)CC(Sc1ccccc1N)c1cc(OC)c(OC)c(OC)c1 (stereo not drawn) |
| 63 | COc1cccc(N2C(=O)CCC2=O)c1 |

A few values from above.
Cc1ccccc1NC(=O)C1C(c2cccs2)C(C#N)=C(SCC(=O)Nc2ccccc2)NC1(C)O (stereo not drawn) in RMI-FANCM inh is entered as 77
Cc1cc(-c2nnc(CSc3nnc(NC(=O)c4ccc(Cl)s4)s3)o2)ccc1[N+](=O)[O-] in RMI-FANCM inh is entered as 58
O=c1[nH]cc(Cl)cc1[N+](=O)[O-] in RMI-FANCM inh is entered as 61
CCOC(=O)CC(Sc1ccccc1N)c1cc(OC)c(OC)c(OC)c1 (stereo not drawn) in RMI-FANCM inh is entered as 59
Nc1c(C(=O)Nc2ccc(OC(F)(F)F)cc2)oc2ccccc12 in RMI-FANCM inh is entered as 64

Assay outcomes as filed in PubChem.
